Screening data (PubChem BioAssay)
EBI2 block = blocks human EBI2 receptor beta-arrestin signaling; P32249; EBI2 beta-arrestin recruitment, luminescence, 7a,25-OHC stimulated; inhibition, % at 5 µM; 360,000 compounds, 0.81% hits; AID 651636; in the data active = inhibition above about 38%;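 also: enzyme fragment complementation signal reports receptor beta-arrestin coupling in cells; 0% = agonist plus DMSO wells and 100% = wells without agonist; some results beyond the cut were filed as inactive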
Target sequence (P32249 whole entry, looked up, the tested form may be a part): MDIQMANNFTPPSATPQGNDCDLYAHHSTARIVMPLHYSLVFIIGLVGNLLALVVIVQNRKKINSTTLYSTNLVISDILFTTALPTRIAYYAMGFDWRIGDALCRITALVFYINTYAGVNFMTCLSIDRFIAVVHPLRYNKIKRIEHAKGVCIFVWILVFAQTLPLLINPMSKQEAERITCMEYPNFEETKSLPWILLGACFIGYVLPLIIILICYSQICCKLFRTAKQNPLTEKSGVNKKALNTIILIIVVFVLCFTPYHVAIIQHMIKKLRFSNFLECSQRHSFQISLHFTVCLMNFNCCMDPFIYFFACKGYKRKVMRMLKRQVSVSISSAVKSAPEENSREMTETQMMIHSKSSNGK
GRIN3A LBD mod = modulates the human NR3A ligand-binding domain | NR3A LBD differential scanning fluorimetry, Tm shift; 0% = protein alone, 100% = glycine-bound protein | Tm shift relative to glycine control, % at 25 µM | 340,000 compounds, 2.5% hits;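 active = melting temperature shift of at least 10% of the positive control shift, at one fixed dose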
A3G deaminase = blocks human APOBEC3G single-stranded DNA deamination | 330,000 compounds, 0.28% hits | inhibition, % at 20 µM | Q9HC16 | recombinant A3G, ssDNA deamination FAM/TAMRA fluorescence;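 active = inhibition of at least 40% at 20 µM, with no more than 30% in the related APOBEC3A deaminase screen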;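 also: plate controls were DMSO wells with A3G for no effect and wells lacking A3G enzyme for full effect; some compounds called inactive have numbers as strong as hits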
APOBEC3A inh = inhibitors of human APOBEC3A DNA deaminase; 330,000 compounds, 0.41% hits; inhibition, % at 20 µM; AID 493011; recombinant A3A, FAM/TAMRA ssDNA deamination fluorescence;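 active = at least 40% inhibition at 20 µM here, with at most 30% in a related deaminase screen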;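 also: plate controls were A3A with DMSO for no effect and wells lacking A3A enzyme for full effect; some results filed as inactive read as strong as hits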
Target sequence (P31941 whole entry, looked up): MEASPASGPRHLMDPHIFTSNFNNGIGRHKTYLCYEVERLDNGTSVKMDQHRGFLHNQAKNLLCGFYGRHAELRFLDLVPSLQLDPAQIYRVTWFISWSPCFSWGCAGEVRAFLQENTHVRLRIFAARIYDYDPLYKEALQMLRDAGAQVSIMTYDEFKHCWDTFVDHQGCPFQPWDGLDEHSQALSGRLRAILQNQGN
MPTP inh = blocks calcium-induced mitochondrial swelling | isolated mouse mitochondria, Ca2+ swelling absorbance, 30 min | inhibition, % at 10 µM | 360,000 compounds, 1.4% hits;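 active = inhibition of 50% or more, scaled per plate between neutral and stimulator controls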;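 also: 0% = DMSO wells given calcium and 100% = 1 mM EGTA wells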
CCR6 antagonist = antagonists of human CCR6 receptor; inhibition, % at 20 µM; 340,000 compounds, 0.49% hits; AID 493098; CHO-K1 CCR6 PathHunter beta-arrestin, luminescence, CCL20-stimulated; P51684;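 active = compounds whose inhibition of the agonist-driven luminescence signal at 20 µM reaches about 50%, limit read from the data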;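 also: cells stimulated with CCL20 at 14 nM final; plate controls were DMSO with CCL20 for no effect and DMSO without agonist for full effect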
CXCR6 block = CXCR6 (human) receptor inhibition; CHO-K1 PathHunter CXCR6 beta-arrestin, luminescence; inhibition, % at 20 µM; 360,000 compounds, 0.36% hits; AID 602244; in the data active = inhibition above about 34%, passing the limit was not always enough;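 also: antagonist mode with CXCL16 agonist at 10 nM final; 0% = 10 nM CXCL16 with DMSO and 100% = unstimulated wells without agonist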
Target sequence (O00574 whole entry, looked up): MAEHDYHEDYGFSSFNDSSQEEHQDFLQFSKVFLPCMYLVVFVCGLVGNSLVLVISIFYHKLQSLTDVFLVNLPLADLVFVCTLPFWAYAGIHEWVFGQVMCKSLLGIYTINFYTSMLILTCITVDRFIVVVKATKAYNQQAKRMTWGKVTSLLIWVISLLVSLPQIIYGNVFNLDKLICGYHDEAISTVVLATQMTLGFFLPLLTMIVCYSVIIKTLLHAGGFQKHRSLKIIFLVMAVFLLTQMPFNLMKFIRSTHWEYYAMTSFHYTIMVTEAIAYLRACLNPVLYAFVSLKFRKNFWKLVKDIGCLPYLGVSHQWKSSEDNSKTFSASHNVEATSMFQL
Gli-Sufu antag = antagonists of Gli-Sufu signaling. inhibition, % at 5 µM. AID 588413. 340,000 compounds, 0.74% hits. Sufu-KO-LIGHT fibroblasts, Gli luciferase reporter luminescence;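 active = inhibition above about 55%, limit read from the data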;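 also: 0% = DMSO-treated cells and 100% = wells with medium but no cells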
* hit, by the source's call; . = no result given.

item	canonical_smiles	EBI2 block	GRIN3A LBD mod	A3G deaminase	APOBEC3A inh
1	NC1=NC(c2ccc(Cl)cc2)N(c2ccc(S(N)(=O)=O)cc2)C(N)=N1 (centres undefined)	-7	-1	-5	-1
2	CCC(C)NCCOCCOc1ccc(Cl)cc1Br (centres undefined)	7	-2	0	4
3	COc1ccc(NC(=O)C2CCCN(S(=O)(=O)c3cccc4cccnc34)C2)cc1 (centres undefined)	-1	3	-7	-2
4	Cc1ccc(C(=O)Oc2cc(N)n(S(=O)(=O)c3ccc(C)cc3)n2)cc1	9	-7	2	4
5	COc1ccc(/C=N/Nc2cc(OC)ncn2)cc1	2	-10	.	.
6	COc1ccc(S(=O)(=O)N2CCC(C(=O)NCCOc3ccccc3F)CC2)cc1OC	13	0	-1	23
7	Cc1ccc(S(=O)(=O)N2CCN(C(=O)CCC(=O)NCc3cccc(C(F)(F)F)c3)CC2)cc1	-1	0	-9	-2
8	CC(C)C12CN3CCN(CC(C3)/C1=N\NC(=O)Nc1ccccc1)C2	8	-8	-6	-7

item	MPTP inh	CCR6 antagonist	CXCR6 block	Gli-Sufu antag
1	0.4	13	-8	-4
2	2.5	1	0	6
3	-2.1	6	-3	-1
4	1.4	5	-7	-2
5	0.0	-4	0	-108
6	0.6	14	5	-4
7	-0.9	4	2	-2
8	6.1	-8	0	12

Next section.
item	canonical_smiles	EBI2 block	GRIN3A LBD mod	A3G deaminase	APOBEC3A inh
9	C[C@]12c3[nH]c4ccc(Cl)cc4c3CCN1C(=O)[C@@H](CC(=O)NCCCn1ccnc1)C[C@@H]2C(=O)N1CCCCC1	-10	-1	-2	-4
10	CN(C)C1NC(=O)c2cc(-c3ccccc3)sc2N1 (centres undefined)	2	1	-5	-4
11	O=C(CSc1nnnn1-c1ccccc1)Nc1nsc(-c2ccc(Cl)cc2)n1	3	-11	-8	-8
12	CC(C)(C)OC(=O)NCc1ccc(CNC(=O)c2nc[nH]c2C(=O)NCc2ccccc2)cc1	7	-22	-4	0
13	CCN(C(=O)CCc1nc(-c2ccc(OC)cc2)no1)c1cc(OC)ccc1OC	23	3	-4	0
14	O=C(NC1CCN(Cc2ccccc2)CC1)c1ccc2c(c1)OCCCO2	-13	-1	1	-2
15	O=C(NCCc1ccc(Cl)cc1)C1CCCO1 (centres undefined)	-3	-1	-7	-1
16	O=C(NCCO)C(O)C(O)C(=O)NCCO (centres undefined)	-12	0	-3	0

item	MPTP inh	CCR6 antagonist	CXCR6 block	Gli-Sufu antag
9	2.4	16	1	-1
10	-2.5	-2	3	-59
11	1.2	13	2	-7
12	0.3	4	1	-2
13	-3.0	-5	4	0
14	-1.7	5	-4	-1
15	-0.3	5	-5	-8
16	0.9	11	12	-1

(next part)
item	canonical_smiles	EBI2 block	GRIN3A LBD mod	A3G deaminase	APOBEC3A inh
17	Cc1ccc(NC(=O)CN2C(=O)N/C(=C\c3cccnc3)C2=O)cc1	7	1	2	2
18	COc1ccc(C)cc1NC(=O)CCS(=O)(=O)c1cc2c(cc1Cl)NC(=O)CO2	-5	-2	5	1
19	CCCN(C(=O)c1cn(C)c(=O)c2ccccc12)c1ccccc1C	2	-2	-3	0
20	CCCOc1ccc(C(=O)CCC(=O)OCC(=O)N(CC)c2c(N)n(Cc3ccccc3)c(=O)[nH]c2=O)cc1	-15	-2	.	.
21	CCCc1nc2c(o1)CC(CC(C)SCC)CC2=O (centres undefined)	12	-2	5	3
22	CCC1CCc2c(sc3ncnc(N4CCOCC4)c23)C1 (centres undefined)	6	-2	-2	-7
23	CCOC(=O)n1c(=O)oc2ccccc21	2	-18	-6	-2
24	Cc1ccc(C)c(C(C)NC(=O)CC#N)c1 (centres undefined)	-13	0	-6	-3

item	MPTP inh	CCR6 antagonist	CXCR6 block	Gli-Sufu antag
17	-0.8	-5	-3	3
18	-1.8	13	5	-9
19	1.0	4	-2	11
20	0.7	4	-1	1
21	-0.4	17	-4	4
22	2.8	30	4	1
23	2.1	5	2	-9
24	0.4	7	1	6

Seven structures from above, sorted by formula weight, low to high:
item	canonical_smiles	EBI2 block	GRIN3A LBD mod	A3G deaminase	APOBEC3A inh
23	CCOC(=O)n1c(=O)oc2ccccc21	2	-18	-6	-2
24	Cc1ccc(C)c(C(C)NC(=O)CC#N)c1 (centres undefined)	-13	0	-6	-3
15	O=C(NCCc1ccc(Cl)cc1)C1CCCO1 (centres undefined)	-3	-1	-7	-1
21	CCCc1nc2c(o1)CC(CC(C)SCC)CC2=O (centres undefined)	12	-2	5	3
22	CCC1CCc2c(sc3ncnc(N4CCOCC4)c23)C1 (centres undefined)	6	-2	-2	-7
18	COc1ccc(C)cc1NC(=O)CCS(=O)(=O)c1cc2c(cc1Cl)NC(=O)CO2	-5	-2	5	1
20	CCCOc1ccc(C(=O)CCC(=O)OCC(=O)N(CC)c2c(N)n(Cc3ccccc3)c(=O)[nH]c2=O)cc1	-15	-2	.	.

item	MPTP inh	CCR6 antagonist	CXCR6 block	Gli-Sufu antag
23	2.1	5	2	-9
24	0.4	7	1	6
15	-0.3	5	-5	-8
21	-0.4	17	-4	4
22	2.8	30	4	1
18	-1.8	13	5	-9
20	0.7	4	-1	1

Next compounds:
item	canonical_smiles	EBI2 block	GRIN3A LBD mod	A3G deaminase	APOBEC3A inh
25	CCN(CC)c1ccc(S(=O)(=O)N2CCOCC2)cc1NC(=O)C1CC1	-6	-2	-3	0
26	CC[C@]12c3[nH]c4ccccc4c3CCN1C(=O)C(CC(=O)NCCC1=CCCCC1)C[C@@H]2C(=O)N1CCN(C(=O)C2CC2)CC1 (some centres undefined)	-1	0	-7	-9
27	Fc1cccc(/C=N/N=C/c2cccc(F)c2)c1	4	2	-7	0
28	O=C(NC1CCCCC1)c1ccc(CN2CCOCC2)cc1	2	0	-5	2
29	O=C(Nc1ccccc1)N1CCN(c2nc(-c3ccccc3)ns2)CC1	10	0	-7	-3
30	COc1ccc(N=CC2CCCCC2=O)c([N+](=O)[O-])c1 (centres undefined)	1	2	.	.
31	Nc1cc(=O)[nH]c(SCC(=O)N2CCCc3ccccc32)n1	-1	-1	6	2
32	CC(OC(=O)c1ccc(Cl)cc1O)C(=O)NCCC1=CCCCC1 (centres undefined)	10	3	-9	-1

item	MPTP inh	CCR6 antagonist	CXCR6 block	Gli-Sufu antag
25	-0.7	3	2	4
26	1.3	7	-6	8
27	0.0	2	-3	-14
28	-0.5	-13	-22	-17
29	35	7	-5	22
30	5.7	34	4	-14
31	0.5	10	-8	2
32	3.3	1	11	6

(continued)
item	canonical_smiles	EBI2 block	GRIN3A LBD mod	A3G deaminase	APOBEC3A inh
33	Cc1csc(=O)n1CC(=O)Nc1nc2ccccc2s1	-5	0	-7	6
34	O=C1NCC(O)=C1C=Nc1ccccc1O	-1	0	2	7
35	CC1CC(C)(C)OC(C[N+]2(C)CCCCC2)O1 (centres undefined)	-8	1	20	49*
36	CC(=O)Nc1nc2ccc(C(=O)NC3CCCCC3)cc2s1	3	0	-3	-1
37	CC(C)(C)C(=O)Nc1ccc2c(c1)OCCOCCOc1cc(NC(=O)C(C)(C)C)ccc1OCCOCCO2	-1	-1	-5	-4
38	Brc1ccccc1-n1nnc(-c2cccnc2)n1	-12	1	3	1
39	COc1ccc2ccccc2c1CNCc1ccc(C)cc1	7	1	-4	0
40	Cc1ccc(Sc2cc(C)nc(-c3ccccn3)n2)cc1	-11	0	-5	-2

item	MPTP inh	CCR6 antagonist	CXCR6 block	Gli-Sufu antag
33	-0.7	5	5	1
34	-1.6	8	-5	-8
35	0.8	4	4	8
36	-3.7	8	-1	-1
37	0.1	-7	-3	13
38	1.2	-2	-4	-56
39	3.3	0	-14	27
40	1.5	27	0	-30

In the list so far, two have bromine.
item	canonical_smiles	EBI2 block	GRIN3A LBD mod	A3G deaminase	APOBEC3A inh
2	CCC(C)NCCOCCOc1ccc(Cl)cc1Br (centres undefined)	7	-2	0	4
38	Brc1ccccc1-n1nnc(-c2cccnc2)n1	-12	1	3	1

item	MPTP inh	CCR6 antagonist	CXCR6 block	Gli-Sufu antag
2	2.5	1	0	6
38	1.2	-2	-4	-56

Remaining list, next part
item	canonical_smiles	EBI2 block	GRIN3A LBD mod	A3G deaminase	APOBEC3A inh
41	COc1cc2nc(CN3CCN(S(=O)(=O)c4cc(C)ccc4C)CC3)[nH]c(=O)c2cc1OC	60*	1	-4	0
42	COc1ccc(OC)c(NC(=O)CCNS(=O)(=O)c2ccc3c(c2)oc(=O)n3C)c1	-10	4	-7	0
43	CC(C)(C)C(=O)CN1C(=O)C2(OCCO2)c2ccccc21	4	2	-7	-4
44	Cc1ccc(CNC(=O)CCC2CCCN(Cc3ccc4cccc(F)c4n3)C2)o1 (centres undefined)	.	-1	-9	-6
45	O=C(NCC(c1cccs1)N1CCOCC1)c1cc2ccccc2oc1=O (centres undefined)	6	4	1	3
46	COc1ccc(NN=Nc2ccc([N+](=O)[O-])cc2)cc1	5	5	-9	-9
47	CCC(C(=O)NCc1ccccn1)n1c2ccccc2c2nc(=O)cc(C)n21 (centres undefined)	-4	-1	-8	-4
48	O=C(COc1ccc(F)cc1)N(CC1=CCS(=O)(=O)C1)c1ccccc1	12	-3	3	0

item	MPTP inh	CCR6 antagonist	CXCR6 block	Gli-Sufu antag
41	-0.1	14	3	2
42	-0.6	5	-10	2
43	-1.3	-33	0	-5
44	.	8	.	22
45	-0.3	7	-9	-8
46	4.8	13	12	-45
47	-1.3	9	0	0
48	1.0	8	1	6

New compounds follow.
item	canonical_smiles	EBI2 block	GRIN3A LBD mod	A3G deaminase	APOBEC3A inh
49	COc1ccccc1CN1CCNC(=O)C1CC(=O)NCCCN1CCCC1=O (centres undefined)	-21	1	-3	-4
50	O=C(NCCc1ccc(F)cc1)Nc1ccccc1	-7	1	-5	-5
51	Cc1cc(NC(=O)c2cnn3c(C(F)F)cc(-c4ccccc4)nc23)no1	30	-1	0	1
52	CC(=O)NC(c1ccccc1)c1nc2ccccc2[nH]1 (centres undefined)	-18	.	1	-2
53	Cc1ccc(CNC(=O)c2ccc(N3CCC4(CC3)CC(c3cccc(Br)c3)=NO4)c(NC(=O)c3c(Cl)cccc3Cl)c2)cc1	-28	0	-5	0
54	CC(C(=O)NCc1ccccc1)N1C(=O)CN(C)C(=O)c2ccccc21 (centres undefined)	-1	2	-4	0
55	COc1cccc(-c2csc(N3CCN(C(=S)Nc4ccccc4C)CC3)n2)c1	18	1	-5	-3
56	Cc1cc(NC(=O)/C(C#N)=C/c2ccc(-c3ccc(SC(F)F)cc3)o2)n(-c2ccccc2)n1	12	2	-7	-3

item	MPTP inh	CCR6 antagonist	CXCR6 block	Gli-Sufu antag
49	-0.9	1	-1	-11
50	0.9	12	-5	-34
51	4.6	9	10	19
52	-1.7	8	-1	2
53	0.4	4	-1	6
54	-3.5	0	-4	5
55	-0.5	14	10	-12
56	6.7	37	18	.

Next results:
item	canonical_smiles	EBI2 block	GRIN3A LBD mod	A3G deaminase	APOBEC3A inh
57	COc1cc(C)c(COc2ncnc3ccccc23)cc1OC	4	-2	-5	-4
58	CCOC(=O)c1cnc(-n2cc(C)cn2)nc1Nc1ccccc1OCC	14	5	-5	-3
59	CCc1nnc(NC(=O)CSc2ccc(-c3nc4ccccc4[nH]3)cn2)s1	2	19*	-7	0
60	O=C(CN1C(=O)C(=O)N(C2CCCC2)C1=O)Nc1cc(Cl)ccc1[N+](=O)[O-]	-15	-1	-9	-6
61	Cc1cc(C)n2c(=O)c3ccc(Cl)cc3nc2c1C#N	6	-2	-7	1
62	CC1(C)CC(NC(=O)Cc2ccccc2[N+](=O)[O-])CC(C)(C)N1	-8	0	2	1
63	COc1ccc(CNC(=O)C(c2ccncc2)N(C(=O)Cc2cccs2)c2ccccc2C)cc1 (centres undefined)	-6	2	0	6
64	O=C(O)c1ccc2c3c(ncnc13)-c1ccccc1C2=O	.	1	61*	1

item	MPTP inh	CCR6 antagonist	CXCR6 block	Gli-Sufu antag
57	1.9	10	6	-4
58	7.3	7	9	9
59	0.1	-7	-15	2
60	0.0	-5	1	7
61	1.5	12	-5	-7
62	0.3	-4	4	-1
63	0.8	4	13	1
64	.	-23	.	5
